Screening results (PubChem BioAssay)
ABCB1 inh = human ABCB1 inhibition, ABCG2 as counter-screen; inhibition, % at 6.6 µM; P08183; CCRF-Adr cells, JC-1 efflux, flow cytometry; 0.067% of 190,000 active; AID 1326; in the data active = inhibition above about 40%;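 also: 0% = vehicle and 100% = reference inhibitor; higher value means more JC-1 retained so stronger ABCB1 efflux block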
ABCG2 block = human ABCG2 inhibition, ABCB1 as counter-screen; inhibition, % at 6.6 µM; IgMXP3 cells, JC-1 efflux, flow cytometry; 0.1% of 190,000 active; Q9UNQ0;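 active = inhibition above 80%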;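 also: 0% = DMSO and 100% = nicardipine control wells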
Target sequence (Q9UNQ0 whole entry, looked up): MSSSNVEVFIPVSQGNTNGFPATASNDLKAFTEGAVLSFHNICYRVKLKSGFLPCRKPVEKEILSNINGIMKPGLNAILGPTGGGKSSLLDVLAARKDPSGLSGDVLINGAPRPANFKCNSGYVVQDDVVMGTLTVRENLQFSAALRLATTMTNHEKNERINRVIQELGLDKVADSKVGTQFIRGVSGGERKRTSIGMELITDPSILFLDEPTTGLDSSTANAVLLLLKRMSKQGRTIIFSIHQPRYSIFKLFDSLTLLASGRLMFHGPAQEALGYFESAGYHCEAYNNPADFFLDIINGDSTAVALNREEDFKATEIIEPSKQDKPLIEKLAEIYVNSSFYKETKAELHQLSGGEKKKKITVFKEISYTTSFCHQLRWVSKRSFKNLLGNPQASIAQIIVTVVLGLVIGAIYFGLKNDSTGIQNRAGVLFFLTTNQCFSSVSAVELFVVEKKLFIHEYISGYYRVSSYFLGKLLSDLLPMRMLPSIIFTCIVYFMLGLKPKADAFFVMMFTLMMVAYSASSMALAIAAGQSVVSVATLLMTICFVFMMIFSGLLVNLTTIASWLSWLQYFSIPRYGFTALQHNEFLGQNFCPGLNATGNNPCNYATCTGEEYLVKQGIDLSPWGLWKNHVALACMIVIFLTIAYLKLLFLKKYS
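Times: 10 min at 25 °C | Test system: Two drug-resistant human cell lines, ABCG2 and ABCB1 | Quantity: 3 million cells/mL final, two lines in 1:1 ratio | Signal: Flow cytometry, 530 nm JC-1 signal | Dosing: Compound at 6.6 µM | Controls: Nicardipine and DMSO wells | Reagent: JC-1 as fluorescent efflux pump substrate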
Bim-Bcl-2 = disrupts Bim peptide binding to human Bcl-2; P10415; Bead-based flow cytometry, Bim peptide-Bcl-2 binding; inhibition, % at 10 µM; 0.06% of 190,000 active; in the data active = inhibition above about 40%; inconclusive = no clear call, values can overlap the other calls;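 also: 0% = no compound wells with probe peptide and 100% = reference peptide inhibitor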
Bim-Bcl-B = human Bim-Bcl-B interaction inhibition | Q9HD36 | bead-based flow cytometry, Bim peptide-Bcl-B binding | inhibition, % at 10 µM | 0.073% of 190,000 active;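 also: 0% = tracer peptide without compound and 100% = reference inhibitor peptide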
GSH fluor = GSH bead compound fluorescence profile; GSH beads flow cytometry, compound fluorescence 488/530 nm; stronger effect = higher value; fluorescence (KMESF) at 10 µM; 0.25% of 190,000 active; in the data active = fluorescence above about 89;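 also: glutathione beads carrying GST-tagged Bcl family fusion proteins plus one bare bead set; values are compound well signal with DMSO vehicle wells as background; inactives centre near 16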
Bfl-1 Bim block = inhibitors of Bim-Bfl-1 interaction, human | Bead-based flow cytometry, Bim-Bfl-1 binding inhibition | inhibition, % at 10 µM | 0.12% of 190,000 active | AID 1008;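 also: 0% = wells without compound plus tracer and 100% = blocker peptide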
Bcl-W Bim block = inhibitors of Bim-Bcl-W interaction, human; Q92843; bead-based flow cytometry, Bim peptide-Bcl-W binding; inhibition, % at 10 µM; 0.02% of 190,000 active;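 also: 0% = bound tracer without compound and 100% = peptide blocker; higher means less fluorescent Bim peptide bound to Bcl-W beads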
Target sequence (Q92843 whole entry, looked up): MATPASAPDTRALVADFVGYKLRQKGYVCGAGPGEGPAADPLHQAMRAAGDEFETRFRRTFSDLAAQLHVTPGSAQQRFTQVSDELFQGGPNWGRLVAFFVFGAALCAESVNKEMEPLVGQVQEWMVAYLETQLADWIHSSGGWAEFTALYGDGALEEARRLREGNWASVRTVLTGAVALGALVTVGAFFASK
Bcl-XL Bim block = inhibitors of Bim-Bcl-XL interaction, human; Q07817; Bim peptide-Bcl-XL binding, bead flow cytometry, fluorescence; inhibition, % at 10 µM; 0.04% of 190,000 active
Avidin bead fluor = compound fluoresces at 488/530 nm on avidin beads | 0.38% of 220,000 active | compound fluorescence 488/530 nm, flow cytometry; stronger effect = higher value | AID 1775 | fluorescence (KMESF) at 10 µM; in the data active = fluorescence above about 47; also: inactives centre near 10
RGS7-Gao reg = regulators of human RGS7-Galphao interaction; P09471; Multiplexed bead flow cytometry, RGS7-Galphao binding; actives lie on both sides; binding response (% of control), % at 10 µM; 0.35% of 220,000 active; AID 1439; in the data active = binding response below about 49% or above about 150%; inconclusive = no clear call, values can overlap the other calls; inactive = in between;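 also: fluorescent Galphao held in activated GDP-AlF4 state binding bead-coupled RGS7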
RGS4-Gao reg = modulates binding of RGS4 to human Galphao | Multiplexed bead flow cytometry; actives lie on both sides | 0.33% of 220,000 active | P09471 | binding response (% of control), % at 10 µM | AID 1415; in the data active = binding response below about 49% or above about 150%; inactive = in between;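 also: fluorescent Galphao activated with aluminum fluoride binding bead-coupled RGS4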
An asterisk follows results filed as active; ? = inconclusive; · = no result given. Rule as the data show it, unless noted: active = inhibition above about 40%.

SMILES | ABCB1 inh | ABCG2 block | Bim-Bcl-2 | Bim-Bcl-B | GSH fluor | Bfl-1 Bim block | Bcl-W Bim block | Bcl-XL Bim block | Avidin bead fluor | RGS7-Gao reg | RGS4-Gao reg
O=C(c1ccco1)N1CCN(S(=O)(=O)c2cccc3nsnc23)CC1 | 0.3 | 2 | 0 | 0 | 11 | 0 | 2 | 0 | 7 | 97 | 97
COC(=O)c1c(NC(=O)CSc2nnc(-c3ccco3)n2C)sc(C)c1C | 1.2 | 10 | 5 | 3 | 13 | 5 | 2 | 3 | 4 | 102 | 104
COc1ccc2occ(C(C)=O)c2c1 | 0.6 | 2 | -13 | -8 | 32 | -16 | 1 | 3 | 10 | 98 | 103
CCOC(=O)N1CCN(C(=O)c2ccc3c(=O)n(CC4CCCO4)c(=S)[nH]c3c2)CC1 (stereo not given) | 0.0 | 0 | -4 | -6 | 4 | -9 | -1 | -5 | 8 | 97 | 101
O=C1C2C3c4ccccc4C(c4ccccc43)C2C(=O)N1c1nc(-c2ccccc2)cs1 (stereo not given) | 0.8 | 2 | -3 | -1 | 9 | -2 | 0 | 0 | 17 | 91 | 87
O=C(C[n+]1ccc(C(=O)c2ccccc2)cc1)Nc1ccc(C(F)(F)F)cc1 | -0.1 | -1 | -2 | 0 | 12 | -4 | -2 | 0 | 24 | 104 | 102
CCc1ccccc1NC(=O)COc1ccc(C(=S)N2CCCC2)cc1 | -0.3 | 0 | 1 | -3 | 21 | -3 | 0 | -4 | 6 | 115 | 110
O=c1c(-c2ccc(Cl)cc2)coc2c(CN3CCOCC3)c(O)ccc12 | 0.1 | 9 | 2 | 0 | 12 | 0 | -2 | 2 | 11 | 99 | 99
Cc1cccc(N2C(=O)CC(N3CCN(c4ccccc4)CC3)C2=O)c1 (stereo not given) | · | · | -3 | -4 | 17 | -12 | 2 | 0 | 5 | 99 | 99
CC(=O)Nc1ccc(S(=O)(=O)NCc2ccc(C(=O)NCCN3CCCCCC3)cc2)cc1 | -0.2 | 0 | 0 | -2 | 8 | -3 | -1 | -1 | 22 | 101 | 101
CC(C)(C)OC(=O)C(C)(C)O/N=C(\C(=O)O)c1csc(N)n1 | 0.6 | 1 | -1 | 0 | 12 | -2 | 0 | -3 | 22 | 105 | 103
CCc1nc(SCc2ccccn2)c2c(=O)n(C)c(=O)n(C)c2n1 | 0.1 | 3 | -7 | -8 | 19 | -9 | 0 | -4 | 8 | 99 | 99
COc1ccc(NC(=O)CN(C)S(=O)(=O)c2cccs2)cc1 | 1.1 | 10 | -10 | -9 | 12 | -9 | 0 | -4 | 9 | 104 | 99
O=c1c2ccccc2nc(COc2ccccc2)n1/N=C/c1cn[nH]c1-c1ccccc1 | 1.4 | 6 | 0 | -7 | 11 | 0 | -6 | -7 | 3 | 92 | 91
Cn1c(SCC(=O)N2CCN(Cc3ccccc3)CC2)nnc1-c1ccncc1 | 0.7 | 1 | -7 | -9 | 41 | -14 | 0 | -6 | 15 | 101 | 101
O=C(COc1cccc2ccccc12)NNC(=O)Nc1ccccc1 | -0.2 | 1 | -3 | -3 | 53 | -2 | 0 | -2 | 8 | 97 | 101
COc1ccc(Br)cc1-c1nc(C)c(C(C)=O)n1O | -0.1 | 0 | 4 | -14 | 18 | 27 | 0 | -3 | 8 | 93 | 98
NC(=O)C1CCN(C(=O)/C=C/c2cc(Br)ccc2F)CC1 | 0.3 | 2 | -6 | -3 | 7 | -6 | 0 | -1 | 35 | 108 | 102
Cc1ccc(O)c(NC(=S)NC(=O)CC(C)C)c1 | 0.3 | 25 | 1 | -8 | 4 | 1 | 0 | -4 | 14 | 102 | 101
CN1/C(=C\C=N\NC(=O)c2cccnc2)C(C)(C)c2ccccc21 | 1.9 | 12 | -4 | -2 | 14 | -3 | 0 | -2 | 9 | 104 | 99
COc1ccccc1C(=O)N1C(CC(=O)Nc2cc(Cl)ccc2C)C(=O)NC2CCCCC21 (stereo not given) | · | · | -1 | -5 | 17 | -11 | 2 | -4 | 5 | 98 | 100
CCOc1ncccc1C(=O)OCC(=O)N(CC)c1ccccc1 | -0.2 | 0 | -2 | -3 | 10 | -4 | -2 | -1 | 19 | 105 | 106
Fc1cccc(Cl)c1/C=N/Nc1c(Cl)cncc1Cl | -1.9 | 7 | -1 | -10 | 9 | -2 | -3 | -6 | 4 | 103 | 106
CN(C)c1oc(COc2ccc(F)cc2)nc1C#N | 1.9 | 7 | -2 | -5 | 22 | -1 | -5 | -6 | 12 | 103 | 105
CCOC(=O)COc1ccc(-c2nnc(-c3ccccc3)o2)cc1 | 0.7 | 6 | -3 | -5 | 12 | -11 | 0 | 2 | 10 | 100 | 100
The list continues.
SMILES | ABCB1 inh | ABCG2 block | Bim-Bcl-2 | Bim-Bcl-B | GSH fluor | Bfl-1 Bim block | Bcl-W Bim block | Bcl-XL Bim block | Avidin bead fluor | RGS7-Gao reg | RGS4-Gao reg
O=S(=O)(Nc1cccc(S(=O)(=O)N2CCCCCC2)c1)c1ccccc1 | 1.2 | 1 | -4 | -3 | 52 | -15 | -2 | -6 | 10 | 110 | 108
CCC(C)C(=O)Nc1nc(C)c(-c2csc(Nc3cc(OC)ccc3OC)n2)s1 (stereo not given) | 0.7 | 0 | 0 | -3 | 22 | -2 | 5 | 1 | 26 | 98 | 100
CCSCc1nnc(SCC(=O)Nc2cc(F)ccc2C)n1C | 0.0 | 0 | -2 | -8 | 11 | -6 | 0 | -1 | 21 | 101 | 102
Cc1ccccc1-n1c(SCC(=O)c2cc(C)n(C)c2C)nnc1-c1ccncc1 | 0.5 | 2 | -2 | -3 | 23 | -7 | 2 | -4 | 3 | 101 | 102
COC(=O)C1=NNC2(c3ccc(Cl)cc3)C(=O)N(c3ccccc3)C(=O)C12 (stereo not given) | 0.8 | 3 | 1 | -5 | 13 | -2 | -4 | 0 | 10 | 89 | 91
CCc1nnc(NS(=O)(=O)c2ccc(N/C=C\C(=O)c3cccc(OC)c3)cc2)s1 | -0.2 | -1 | 0 | 0 | 10 | -2 | -1 | 0 | 31 | 103 | 103
O=C(CSc1nc2ccccc2c(=O)[nH]1)c1ccccc1 | 0.0 | 3 | -5 | -4 | 14 | -3 | -8 | -7 | 7 | 102 | 100
CCC1(C)Cc2c(C#N)c(N)sc(=S)c2CO1 (stereo not given) | -0.4 | 0 | 0 | -10 | 36 | 0 | 4 | 0 | 16 | 102 | 106
CC(=O)N1N=C(c2cccnc2)OC1c1ccc(C(C)C)cc1 (stereo not given) | 0.1 | 0 | -2 | 0 | 10 | -6 | 0 | 0 | 12 | 108 | 104
CC(C)(C)c1ccc(S(=O)(=O)Nc2cccc(C3OCCCO3)c2)cc1 | 0.5 | -1 | -2 | -5 | 4 | 0 | 0 | -5 | 14 | 103 | 102
CC1=C(C(=O)c2ccccc2)C(c2cn(-c3ccccc3)nc2-c2ccc(Cl)cc2)NC(=S)N1 (stereo not given) | 0.4 | 14 | -7 | -18 | 35 | -12 | -2 | -8 | 14 | 98 | 98
COc1ccc(S(=O)(=O)N2CCC3(CC2)OCCO3)cc1 | 1.2 | 3 | -5 | -5 | 16 | -5 | -2 | -4 | 10 | 96 | 97
CC(=O)NC(Cc1ccc(F)c(F)c1)C(=O)NC1CCN(C(=O)c2ccc(C)cc2)CC1 (stereo not given) | 0.0 | 0 | 0 | -2 | 24 | -5 | 0 | 0 | 10 | 96 | 97
O=C(O)CC(C(=O)Nc1ccc(Cl)cc1Cl)C1CCCO1 (stereo not given) | 1.4 | 2 | -1 | -1 | 11 | -8 | 0 | -2 | 3 | 87 | 89
O=C(c1cnn(C(=O)COc2ccc(Cl)cc2)c1)c1ccccc1O | 0.2 | 1 | -1 | -2 | 3 | 2 | -2 | -4 | 13 | 101 | 102
CCOC(=O)C1CCCN(c2oc(-c3ccc(OC)cc3)nc2C#N)C1 (stereo not given) | 3.4 | 5 | 4 | 0 | 24 | 0 | 3 | 1 | 17 | 103 | 111
COC(=O)c1ccccc1NC(=O)CSc1nnc(COc2cccc(OC)c2)n1C | -1.9 | 0 | -1 | 1 | 21 | -3 | 0 | 1 | 17 | 100 | 100
O=C(COc1ccc2ccccc2c1)NCCc1ccc2c(c1)OCCO2 | 0.2 | 1 | -1 | -3 | 13 | 0 | -4 | -5 | 8 | 99 | 31*
CCOC(=O)c1c(O)c2c([nH]c1=O)CCCC2 | 0.6 | 1 | -2 | -1 | 11 | -1 | 0 | 0 | 13 | 89 | 89
COc1ccc(NC2=Nc3cccc4cccc2c34)cc1OC | 1.6 | 5 | 3 | -4 | 13 | 3 | -1 | -1 | 11 | 101 | 94
Cc1sc2nc(C3CC3)nc(SCC(=O)N3c4ccccc4CC3C)c2c1C (stereo not given) | 4.5 | 29 | -12 | -9 | 22 | -18 | 1 | -7 | 20 | 100 | 101
CC(C)C(=O)N=C1SC2CS(=O)(=O)CC2N1Cc1ccccc1 (stereo not given) | 0.1 | 0 | -6 | -2 | 9 | -7 | -2 | -3 | 14 | 98 | 99
O=c1[nH]c(C2CCCN(S(=O)(=O)c3ccccc3)C2)nc2c1nnn2Cc1ccccc1F (stereo not given) | 0.9 | 7 | -6 | -6 | 23 | -5 | 3 | 0 | 22 | 100 | 100
Cc1ccc(OCc2ccc(C(=O)Nc3ccc(C(N)=O)cc3)o2)c([N+](=O)[O-])c1 | 0.7 | 9 | -3 | -7 | 9 | -4 | -3 | -7 | 10 | 112 | 111
FC(F)Oc1ccc(NC(=S)NCc2ccco2)cc1Cl | 0.4 | 13 | -3 | -11 | 17 | -3 | -6 | -6 | 9 | ? | 93
